Screens: PubChem, several laboratories
NPY-Y1 PAM-ag: human NPY-Y1 potentiation or agonism, primary screen; P25929; NPY-Y1 expressing cells, potentiator/agonist activation; activation, % at 3.6 µM; 0.37% of 220,000 active; AID 1304; in the data active = activation above about 33%, passing the limit was not always enough;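 also: cells stimulated with NPY at EC10 then isoproterenol at EC100; 0% = low agonist plus stimulus and 100% = saturating agonist plus stimulus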
Target sequence (P25929 whole entry, looked up): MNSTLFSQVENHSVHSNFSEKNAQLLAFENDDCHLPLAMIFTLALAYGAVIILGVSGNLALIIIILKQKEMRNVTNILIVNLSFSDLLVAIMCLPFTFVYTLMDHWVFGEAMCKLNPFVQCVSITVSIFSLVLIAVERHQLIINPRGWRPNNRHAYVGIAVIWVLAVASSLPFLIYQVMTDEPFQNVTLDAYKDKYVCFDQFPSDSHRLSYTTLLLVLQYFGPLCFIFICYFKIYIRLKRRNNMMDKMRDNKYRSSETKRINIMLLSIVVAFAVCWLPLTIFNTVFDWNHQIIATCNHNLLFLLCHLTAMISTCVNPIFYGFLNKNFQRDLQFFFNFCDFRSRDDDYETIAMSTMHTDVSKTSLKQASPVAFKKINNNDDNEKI
PGE2 EP2 inh: inhibitors of human EP2 prostaglandin E2 receptor; C6 glioma cells expressing human EP2, cAMP TR-FRET; cells stimulated with saturating PGE2; inhibition, % at 25 µM; 0.52% of 260,000 active; AID 1422;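 active = percent inhibition above 40 after rounding to a whole number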;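 also: rat C6 glioma host cells with rolipram phosphodiesterase inhibitor present; the protocol text gives 20 µM as final concentration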
Target sequence (P43116 whole entry, looked up): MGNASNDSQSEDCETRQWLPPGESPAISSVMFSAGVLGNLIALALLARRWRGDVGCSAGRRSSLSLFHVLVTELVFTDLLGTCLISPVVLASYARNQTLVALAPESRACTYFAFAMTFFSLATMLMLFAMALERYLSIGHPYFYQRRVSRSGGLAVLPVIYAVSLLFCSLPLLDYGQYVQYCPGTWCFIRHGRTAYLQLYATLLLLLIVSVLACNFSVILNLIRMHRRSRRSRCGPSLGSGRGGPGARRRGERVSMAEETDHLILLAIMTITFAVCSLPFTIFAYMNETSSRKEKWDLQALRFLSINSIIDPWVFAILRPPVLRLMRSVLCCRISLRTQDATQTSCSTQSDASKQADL
TRPN1 ag: activates the zebrafish TRPN1 channel; HEK293 zebrafish TRPN1-YFP, Fluo-8 calcium fluorescence; 100% = response to 87 µM carbachol; activation, % at 3 µM; 0.18% of 220,000 active;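 active = activation above its plate's cutoff, the mean activation of test wells on that plate plus 3 SD, cut at about 19% in these data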;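 also: 0% = DMSO alone and 100% = 87 µM carbachol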
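Material – zebrafish TRPN1-YFP in HEK293 cells · Doses – 3 µM single point · Schedule – dye 1 h 37 °C plus 30 min RT · Signal – Fluo-8 calcium fluorescence, excitation 470-495 nm, emission 515-575 nm · Read-out – % activation versus carbachol response · Control set – carbachol high, DMSO low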
TRPML3 agonist: agonists of human TRPML3 channel. Q8TDD5. HEK293 TRPML3-YFP, Fluo-8 calcium fluorescence; 100% = the carbachol control signal. activation, % at 3 µM. 0.29% of 220,000 active. AID 1448;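 active = activation above its plate's cutoff, the mean activation of the plate's test wells plus 3 SD, cut at about 12% in these data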;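 also: 0% = DMSO only wells and 100% = carbachol wells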
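Material: TRPML3-YFP stable HEK293 cells | Dosing: One concentration, 3 µM nominal, 0.3% DMSO | Timing: 125 s total fluorescence read per well | Technique: Fluo-8 calcium dye fluorescence, ex 470-495, em 515-575 nm | Measure: Percent activation from peak-to-basal fluorescence ratio, scaled between DMSO and carbachol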
PPC-1+TRAIL kill: PPC-1 cancer cell killing with TRAIL present. PPC-1 cells + TRAIL, ATPLite viability luminescence. 0.41% of 220,000 active. cell killing (% activity), % at 4 µM;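 active = cell killing above 50% in the first pass at 4 µM, then a duplicate retest at 5 µM averaging 50% or more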;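 also: plate controls were cells with TRAIL plus DMSO for no effect and medium-only wells lacking cells for full effect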
NPY-Y1 antag: antagonists of human neuropeptide Y receptor Y1; HEK293-CNG Y1 cells, membrane potential fluorescence; NPY at EC95, then isoproterenol; inhibition, % at 3.6 µM; 1% of 200,000 active;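 active = inhibition above the campaign mean inhibition of all tested compounds plus 3 SD, cut at about 20% in these data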;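 also: 0% = DMSO wells given NPY plus isoproterenol and 100% = isoproterenol alone without NPY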
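Material: HEK293 cells with Y1 receptor plus CNG channel; times: compound incubation 1 h at room temperature, readout 45 min post-stimulation; signal: fluorescence, membrane potential probe; read-out basis: fluorescence ratio normalized to % inhibition between controls; benchmarks: full-block control isoproterenol-only wells, zero-block control NPY plus isoproterenol wells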
EP2 modulator: EP2 receptor (human) modulation. P43116. EP2-expressing cells, cAMP HTRF FRET, PGE2 co-stimulation. induction, % at 25 µM. 0.83% of 260,000 active. AID 940;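 active = compounds whose cAMP rise, as percent of the full-agonist control response, exceeds 60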;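 also: rat C6 glioma line stably carrying human EP2 under a CMV promoter; the protocol text gives 20 µM as final concentration; 100% = response of wells given 1 µM PGE2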
14-3-3 Bad inh: disrupts binding of bovine 14-3-3 zeta to phospho-Bad peptide | P63103 | TR-FRET 14-3-3zeta/Dy647-pBad peptide displacement, 1 h | inhibition, % at 21.7 µM | 0.71% of 220,000 active;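 active = inhibition above about 70%, limit read from the data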;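 also: 0% = full 14-3-3 plus peptide FRET controls and 100% = background without 14-3-3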
Target sequence (P63103 whole entry, looked up): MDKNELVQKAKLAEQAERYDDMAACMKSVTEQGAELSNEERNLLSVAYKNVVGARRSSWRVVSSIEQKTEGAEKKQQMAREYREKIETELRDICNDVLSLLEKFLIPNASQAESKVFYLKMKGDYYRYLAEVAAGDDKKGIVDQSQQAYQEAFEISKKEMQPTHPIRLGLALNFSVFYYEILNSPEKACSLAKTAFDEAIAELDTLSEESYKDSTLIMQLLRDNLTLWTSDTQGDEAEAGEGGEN
CHOP inhibitor: CHOP inhibition in unfolded protein response; CHO-K1 CHOP-promoter luciferase, tunicamycin-induced, 15-18 h; inhibition, % at 10 µM; 3.8% of 220,000 active; AID 2732;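 active = compounds that reduced the stress-induced luciferase reporter signal by more than about 70% of percent inhibition, limit read from the data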;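 also: 0% = tunicamycin plus vehicle and 100% = wells without tunicamycin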
Active calls of the source: *; · = not tested or not shown; & = joins results of further samples; [ ] = another dose, or the depositor's remark. This is a subset; the hit share may differ from the screen's.

SMILES	NPY-Y1 PAM-ag	PGE2 EP2 inh	TRPN1 ag	TRPML3 agonist	PPC-1+TRAIL kill	NPY-Y1 antag	EP2 modulator	14-3-3 Bad inh	CHOP inhibitor
CCN(CC)c1ccc2c(c1)OC(N)=C(C#N)C2c1cccnc1 (centres undefined)	-11	13	12	8.1	-17	27*	28	-7	·
CCOc1ccc(Cc2c(Cl)nc(SC)nc2N(C)C)cc1	-45	6	-0.1	0.6	8	12	24	3	-3
Cn1c(=O)n(C)c(=O)n(CC(=O)N2CCCCC2)c1=O	-12	10	0.3	0.4	0	0	4	5[fluorescence artefact?]	-18
O=[N+]([O-])c1cc(CN2CCCC2)ccc1Sc1ccc(Cl)cc1	26	6	0.1	2.0	-5	6	-11	-9	6
CS(=O)(=O)N1CCN(C(=O)c2cc(-c3cccnc3)nc3ccc(Cl)cc23)CC1	7	5	2.3	1.4	23	3	-5	-2	-7
COc1ccc(-n2cnc3cc(NCc4ccccn4)ccc32)cc1	12	13	1.1	0.1	-1	-2	2	-17	7
Cc1ccc2cc(C#N)c(N3CCCN(C(=O)C4CCCO4)CC3)nc2c1 (centres undefined)	12	5	0.2	-0.2	11	8	·	·	·
COc1ccccc1C(=O)N/C(=C/c1cccc([N+](=O)[O-])c1)C(=O)Nc1cccc(C(=O)O)c1	-7	3	0.6	0.7	30	5	16	1	-4
CS(=O)(=O)c1cccc(C(=O)NC(c2ccccc2)c2ccccc2)c1	14	10	0.5	-0.9	25	1	16	10	-15
NC(=O)N/N=C/c1coc2ccc3ccccc3c2c1=O	-7	7	-0.4	0.9	28	·	-5	-4	15
COCCn1c(SCC(=O)N2CCCC2)nnc1C(C)C	10	11	1.0	0.2	-7	-5	-5	2	17
Cc1nnsc1C(=O)NC(C)c1ccccc1 (centres undefined)	20	4	-0.9	0.5	-15	-1	8	-5	-1
Cc1c(NC(=O)CSc2nnc3sc4ccccc4n23)c(=O)n(-c2ccccc2)n1C	8	6	5.0	-0.2	6	2	-15	4	34
Cc1nc(SCC(=O)Nc2c(C)n(C)n(-c3ccccc3)c2=O)[nH]c(=O)c1C	-6	5	0.4	1.0	·	1	·	·	·
CC(=O)c1cc(F)c(N2CCCCCC2)cc1C	-17	18	0.0	0.2	12	-2	24	-1	30
CCOc1ccccc1N1CCN(S(=O)(=O)CC)CC1	5	6	-1.0	0.7	-4	-3	9	6	-8
COc1cc(C2Nc3ccc4ncccc4c3C3=C2C(=O)CCC3)ccc1O (centres undefined)	13	12	0.3	0.6	23	10	5	-1	·
CCCn1c(=O)c2ccccc2n2c(SCC(=O)c3ccccc3)nnc12	1	10	0.6	-0.1	2	8	16	-3	27
Cc1cccc(NC(=O)CC2C(=O)NC3CCCCC3N2C(=O)c2ccccc2Cl)c1 (centres undefined)	4	7	1.5	1.4	5	·	21	-3	0
O=C(NCCNC(=O)c1cccs1)c1ccco1	-2	7&11	-0.6	0.5	10	1	6&5	-6[fluorescence artefact?]	28
COc1ccccc1C(=O)NC(=O)Nc1nc(-c2ccccc2)cc(C(F)(F)F)n1	-16	2	1.7	1.5	11	·	34	-3	61
COc1ccc(-c2cc3nc(-c4ccccc4)cc(N4CCC(O)CC4)n3n2)cc1	20	12	1.4	0.6	14	-4	3	-9	3
O=C1CC(c2ccccc2)CC(O)=C1C=NCCCO (centres undefined)	10	15	1.7	1.4	-1	-2	10	0[fluorescence artefact?]	-6
CCc1nn(CC(=O)O)c(=O)c2ccccc12	-10	14	-1.4	0.4	9	2	15	8	11
O=C(COC(=O)Cc1ccc(-c2ccccc2)cc1)NCc1ccc(F)cc1	-40	7	-1.4	-0.8	18	9	-6	4[fluorescence artefact?]	4
SMILES	NPY-Y1 PAM-ag	PGE2 EP2 inh	TRPN1 ag	TRPML3 agonist	PPC-1+TRAIL kill	NPY-Y1 antag	EP2 modulator	14-3-3 Bad inh	CHOP inhibitor
OC1CCN(c2ncnc3c2nnn3Cc2c(F)cccc2Cl)CC1	-3	·	-0.7	0.7	-17	-2	7	-6	5
Clc1cccc(-c2nnc(SC/C=C/c3ccccc3)n2Cc2ccco2)c1	-20	7	-0.5	-0.2	10	26*	32	0	54
N#CC(C#N)=C1CCc2ccccc2N1	2	11	0.3	-0.4	19	1	-5	-7	20
c1ccc(-c2nnc3sc(-c4csc5c4CCCC5)nn23)cc1	-15	12	-1.3	0.1	-2	10	53	13	44
O=S(=O)(c1ccc(N2CCOCC2)cc1)N1CCOCC1	-1	16	-0.1	0.7	11	1	15	26	4
COc1cccc2cc(C(=O)N3CCN(C45CC6CC(CC(C6)C4)C5)CC3)c(=O)oc12	6	10	-1.3	-1.1	-1	15	-4	-1[fluorescence artefact?]	3
COc1cc(-c2n[nH]c(=S)n2-c2cc(C(F)(F)F)ccc2Cl)cc(OC)c1OC	-31	5	-0.6	-0.3	8	-1	-6	0	-55
O=C(CCc1ccccc1)NNC(=O)COc1ccccc1	1	6	-1.8	-0.5	14	5	-18	4	-12
Cc1occc1C(=O)NCc1ccc(C(=O)O)o1	-6	8	0.3	0.7	-8	3	21	-4	22
O=C1CC(C(=O)Nc2cccc(F)c2)n2ncnc2N1 (centres undefined)	-4	5	0.4	0.9	12	-1	6	-16	8
CC(=O)NCc1ccc(-c2nc3ccccc3s2)cc1	5	3	1.0	0.3	32	1	-41	0	19
Cc1ccc2oc3c(c(=O)c2c1)C(c1cccc(Br)c1)N(Cc1ccco1)C3=O (centres undefined)	-2	11	0.9	0.6	-8	-9	8	4	81*
O=C(/C=C/c1ccco1)NC(=S)Nc1ccc(O)c(-c2nc3ccccc3s2)c1	26	8	1.6	0.1	12	-2	-2	22	26
CNC(=O)c1sccc1SCc1ccc(Cl)cc1Cl	-10	6	-1.1	-0.2	10	7	-6	2	11
O=C(CSc1nc2ccccc2c(=O)n1CCCN1CCOCC1)N1CCN(c2ccccc2)CC1	-34	4	-0.6	0.9	8	5	-11	11	14
CC1(C)[C@H]2CC[C@]1(C)[C@@H](OC(=O)C[N+]1(C)CCOCC1)C2	17	12	-0.1	1.3	-5	·	4	-14	17
NNC(=O)Cn1c(-c2ccccc2)cc(=O)n2ncnc12	6	9	-0.2	0.8	6	·	-36	2	9
O=C(Oc1ccc(-c2nc(-c3ccccn3)no2)cc1)c1ccccc1	6	13	-0.1	0.7	54*[5 µM]	-1	31	56[fluorescence artefact?]	84*
Nc1nc(-c2cccs2)c(NC(=O)c2ccccc2)s1	-2	12	0.0	0.4	1	2	-34	-18[fluorescence artefact?]	11
CC(C)CN(C(=O)COC(=O)c1ccccc1SCC(=O)NC1CCCCCC1)C1CCS(=O)(=O)C1 (centres undefined)	-2	5	0.2	-0.1	10	4	-5	-1	4
CCC(C)N1C(=O)C2C(C(=O)Nc3cccc(OC)c3)C3C=CC2(O3)C1C(=O)NC1CCCCC1C (centres undefined)	8	27	-1.0	-0.3	10	-3	-5	-11	19
COc1ccccc1NC(=O)CSc1nc2n[nH]c(C)c2c(=N)n1-c1ccccc1Cl	-35	2	-1.4	-0.5	-7	2	19	6	46
CCCN1CNc2c(c(=O)[nH]c(=S)n2-c2ccc(Cl)cc2)C1	7	19	0.2	0.1	9	0	32	-18	-8
Cc1cc(=O)oc2c1c(C(F)(F)F)nn2-c1ccccc1	-3	8	0.5	0.1	-8	·	29	-5	-2
CN(C(=O)COC(=O)c1ccccc1SCC(=O)NC1CCCCCCC1)C1CCS(=O)(=O)C1 (centres undefined)	12	5	-1.5	0.5	29	1	-3	4[fluorescence artefact?]	15

CHOP inhibitor: entries above that show a hit.
molecule	NPY-Y1 PAM-ag	TRPML3 agonist	EP2 modulator	14-3-3 Bad inh	CHOP inhibitor
Cc1ccc2oc3c(c(=O)c2c1)C(c1cccc(Br)c1)N(Cc1ccco1)C3=O (centres undefined)	-2	0.6	8	4	81*
O=C(Oc1ccc(-c2nc(-c3ccccn3)no2)cc1)c1ccccc1	6	0.7	31	56[fluorescence artefact?]	84*

Further entries follow.
SMILES	NPY-Y1 PAM-ag	PGE2 EP2 inh	TRPN1 ag	TRPML3 agonist	PPC-1+TRAIL kill	NPY-Y1 antag	EP2 modulator	14-3-3 Bad inh	CHOP inhibitor
CC(=O)N1CCCc2cc(S(=O)(=O)NC(C(=O)NC(C)c3ccccc3)C(C)C)ccc21 (centres undefined)	-2	8	0.5	0.5	-7	-1	-23	-7[fluorescence artefact?]	7
Cc1cc(NC(=O)c2ccccc2O)nc(C)n1	4	3	1.1	0.3	-5	-1	28	-6	5
CC(=O)c1ccc(NC(=O)CSc2nc(=O)cc(N)n2-c2ccccc2)cc1	0	9	-0.2	0.6	-2	-6	-7	-4	-17
Cc1ccc(S(=O)(=O)/C(C#N)=C/c2c(N3CC(C)OC(C)C3)nc3c(C)cccn3c2=O)cc1 (centres undefined)	23	3	-0.2	-0.2	-8	-1	32	-8[fluorescence artefact?]	5
CC(=O)c1cccc(NC(=O)c2ccc(C)o2)c1	3	11	0.9	0.5	4	-3	-20	-6	-2
CCc1cc2c(=O)c(-c3nc(C)cs3)coc2cc1OC(C)C(=O)NCCO (centres undefined)	12	6	4.7	0.5	7	6	-40	-2	13
O=C(NCCCN1CCN(c2ccccc2)CC1)Nc1ccccc1C(F)(F)F	11	26	-0.1	0.8	4	-8	-4	-1	9
CCOc1cc(N2CCOCC2)c(OCC)cc1NC(=O)CSc1ncccn1	12	7	0.0	1.6	6	4	10	-10	8
Fc1ccc(CNc2cnccn2)cc1	-17	8	1.2	0.3	11	5	21	-4[fluorescence artefact?]	40
O=C(NCc1ccncc1)NC12CC3CC(CC(C3)C1)C2	-1	1	-0.3	0.8	36	-6	5	1	7
Cc1nc2ccccc2c(=O)n1NC(=O)/C=C/c1ccccc1	-44	9	1.0	0.7	-2	19	19	-13	3
O=C(Cn1cnc2c(oc3ccccc32)c1=O)N1CCCC1	16	6	2.3	0.4	8	-3	16	-21	-5
Cc1ccc(/C=C/C(=O)O)cc1S(=O)(=O)NC1CCS(=O)(=O)C1 (centres undefined)	1	6	0.6	0.9	4	0	35	-15	-4
Cc1csc(Nc2ccccc2)[n+]1-c1ccccc1	11	2	-2.3	-1.0	-9	1	51	-1	25
COc1ccccc1NC(=O)C1=C(C)Nc2nc(-c3ccc(N(C)C)cc3)nn2C1c1ccncc1 (centres undefined)	-4	9	0.2	0.4	12	-1	23	-10	-13
O=C1C2CC=C(Cl)CC2C(=O)N1CCC[n+]1ccccc1 (centres undefined)	-3	5	0.5	0.1	15	0	30	-6	-2
Cc1ccc(C)c(S(=O)(=O)N2CCN(CC(=O)NC(=O)NCc3ccccc3)CC2)c1	19	13	1.2	0.1	3	1	-27	3	12
CC(C)c1ccc(N=C(N)N=C(N)N)cc1	-8	5	0.4	1.2	-11	4	9	-10	-12
O=C(NCCc1ccc(Cl)cc1)c1cccs1	-17	6	-0.5	-0.3	17	2	-7	-2	-6
